# hERG WT inh: blocks the wildtype human KCNH2 potassium channel. Q12809. U2OS, BacMam KCNH2, thallium flux FluxOr; hits give low values. activity change, % at 1.84 µM. 340,000 tested, 0.37% active;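 active = maximum activity change below -70%; inconclusive = maximum activity change between -70% and -50%; inactive = maximum activity change above -50%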; also: % is scaled to controls: 0 for no effect and ±100 for the full control effect
#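 U2OS cells were transduced with wild-type KCNH2 virus (2.03 x 10^8 / mL) for 4 h at room temperature, then cultured overnight at 37 C. Thallium flux was read with FluxOr dye. Rate constants were normalized to DMSO controls.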
# TRPV1 ag: activates the human vanilloid receptor TRPV1. Q8NER1. TRPV1-expressing cells, Fluo-8 calcium influx, agonist mode. activation, % at 8.33 µM. 320,000 tested, 0.19% active; in the data active = activation above about 80%; inconclusive = between about 30% and that limit; also: 0% is about no effect
#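 Fluo-8 calcium influx in TRPV1-expressing cells, kinetic read (ex 480/em 520 nm). Compound added and read 3 min for agonist activity, followed by capsaicin at EC20 final and 2 min further read for enhancement.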
# TSHR antag: blocks TSH signaling through the human TSH receptor; AID 504810; 330,000 tested, 0.2% active; TSHR-expressing cells, TSH-stimulated cAMP HTRF, 2 h; hits give low values; activity change, negative = inhibition, % at 11.5 µM;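 active = activity change below a set negative limit, meaning inhibition stronger than a set level, cut at about -70% in these data; inconclusive = activity change between two set negative limits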; also: % is scaled to controls: 0 for no effect and ±100 for the full control effect
#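 TSHR-expressing cells were treated with compounds, then stimulated with TSH at EC80 (4nM final) for 2 hours at 37 deg C. Cellular cAMP was measured by HTRF competition between lysate cAMP and cAMP-d2 for a cryptate-labelled anti-cAMP antibody.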
# Mito fusion yeast: inhibitors of mitochondrial division or activators of mitochondrial fusion; S. cerevisiae fusion-defective mutant growth rescue, CellTiterGlo 48 h; Potency, µM (titrated, usually from 46.1 µM), for inactives: at the top dose growth rescue (activation), usual class: activators; 320,000 tested, 0.23% active; AID 485298;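 also: potency is read from the fitted curve at half-maximal effect; % of control where 0% means no effect; nearly all actives have a fitted effect of over 45% in size; temperature-sensitive fusion mutants such as fzo1-1 at 37 °C on non-fermentable ethanol glycerol medium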
#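 Growth-rescue viability read-out: after 48 h at the non-permissive 37C in glycerol/ethanol YPEG, yeast mitochondrial fusion mutants are measured by CellTiterGlo luminescence; compounds (23 nl pinned per well) restoring growth score as division inhibitors or fusion activators.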
# ELG1 DNA repair: inhibitors of ELG1-dependent DNA repair in HEK293T cells; HEK293T ELG1-luciferase reporter, luminescence, 16 h; DNA damage induced by 5-fluorouridine; 330,000 tested, 2.3% active; Potency, µM (titrated, usually from 46.1 µM), without a hit: at the top dose activity change, negative = inhibition, usual class: inhibitors; also: potency is read from the fitted curve at half-maximal effect; % is scaled to controls: 0 for no effect and ±100 for the full control effect; nearly all actives have a fitted effect of over 55% in size
#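 Overnight (16 hr) co-exposure of 2,000 cells/well to 5-fluorouridine and compound at 37 °C preceded detection. Luciferase was quantified via ONE-Glo luminescence; loss of signal denotes inhibition.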
# AT treatment: potential ataxia-telangiectasia treatments restoring KAP-1 phosphorylation | 320,000 tested, 0.19% active | AID 485349 | […] A-T fibroblasts, KAP-1 phosphorylation AlphaLISA; neocarzinostatin DNA damage 30 min before lysis | Potency, µM (series often up to 57.5 µM), for inactives: at the highest dose activation, usual class: activators; also: potency is read from the fitted curve at half-maximal effect; % of control where 0% means no effect; nearly all actives have a fitted effect of over 45% in size
#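 ATM-like activity read as KAP-1 phosphorylation via AlphaLISA donor/acceptor antibody pairs after lysis and 6 hr at 25C. Cells were ATM-null patient fibroblasts ([…], hTERT), dosed 60 min, then exposed to the DSB inducer NCS for 30 min.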
# USP2a block: USP2a (human) protease inhibition | USP2 core, Ub-CHOP2 coupled fluorogenic reporter, 485/531 | Potency, µM (doses to about 38.3 µM), for the others: at the highest dose activity change, negative = inhibition, most hits filed as inhibitors | O75604 | 330,000 tested, 0.01% active;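 also: potency is read from the fitted curve at half-maximal effect; plate controls were DMSO wells for no effect and full inhibition by NEM control for full effect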
# Target sequence (O75604 whole entry, looked up): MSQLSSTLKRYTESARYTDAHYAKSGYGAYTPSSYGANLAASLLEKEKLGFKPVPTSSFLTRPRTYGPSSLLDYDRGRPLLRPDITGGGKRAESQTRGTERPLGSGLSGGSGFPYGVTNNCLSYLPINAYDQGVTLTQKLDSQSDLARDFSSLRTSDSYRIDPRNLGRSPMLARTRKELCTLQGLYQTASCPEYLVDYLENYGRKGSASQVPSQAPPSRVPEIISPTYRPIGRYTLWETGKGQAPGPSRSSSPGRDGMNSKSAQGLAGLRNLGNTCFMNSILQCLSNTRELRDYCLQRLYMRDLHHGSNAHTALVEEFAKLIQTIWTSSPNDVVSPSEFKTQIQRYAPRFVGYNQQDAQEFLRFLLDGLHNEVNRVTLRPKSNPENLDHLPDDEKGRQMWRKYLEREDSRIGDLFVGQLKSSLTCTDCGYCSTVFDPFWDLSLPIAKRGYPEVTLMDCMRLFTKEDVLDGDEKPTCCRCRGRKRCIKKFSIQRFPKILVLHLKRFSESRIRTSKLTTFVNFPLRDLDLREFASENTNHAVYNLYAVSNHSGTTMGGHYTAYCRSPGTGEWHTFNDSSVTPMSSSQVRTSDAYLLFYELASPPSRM
#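 Cell-free coupled assay: 10nM USP2 core preincubated 30min RT with compound in Tris-HCl pH 8.0/CaCl2/CHAPS buffer, then 25nM Ub-CHOP2 and 25nM reporter substrate; fluorescence (Ex 485/Em 531) read after 60min RT, normalized to NEM inhibition, concentration-response curves fitted.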
# TCR act: activators of T cell receptors; 330,000 tested, under 10 active; primary human leukocytes, anti-CD3, IL-2 HTRF, 48 h; Potency, µM (highest dose often 9.22 µM), inactives show at the top dose activation of IL-2 secretion, actives largely listed as activators; also: % of control where 0% means no effect
#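 Using a-CD3 beads without co-stimulation, primary human leukocytes were exposed to compounds for 48 hr. An HTRF IL-2 kit measured the cytokine, with europium-to-d2 energy transfer producing emission at 665nm upon 320nm excitation.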
# KCNH2 3.1 inh: inhibitors of human KCNH2 3.1 potassium channel isoform; 340,000 tested, 0.95% active; AID 720553; activity change, % (tested at about 1.8 µM); U2OS KCNH2 3.1, thallium flux FluxOr; hits give low values;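 active = maximum activity change below -70%; inconclusive = maximum activity change from -70% to -50%; inactive = maximum activity change above -50%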;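 also: thallium influx rate constant from kinetic fluorescence after stimulation buffer; % is scaled to controls: 0 for no effect and ±100 for the full control effect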
#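 Thallium flux read-out: FluxOr dye with Red40 quencher in HBSS/HEPES, 45 min at RT. Rate constants from kinetic reads were normalized to positive and negative DMSO controls. Cells: U2OS virally expressing the 3.1 isoform.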
# Eya2 phos inh: inhibitors of human Eya2 phosphatase activity | recombinant Eya2, OMFP fluorescence dephosphorylation (OMFP is methylfluorescein phosphate) | Potency, µM (highest dose often 76.9 µM), inactives show at the top dose activity, negative = inhibition, most hits filed as inhibitors | O00167 | 330,000 tested, 0.006% active; also: potency is read from the fitted curve at half-maximal effect; % is scaled to controls: 0 for no effect and ±100 for the full control effect
#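 Eya2 protein (added as 0.2 uM solution) was preincubated with compound for 10 min at ambient temperature in 50 mM HEPES pH 7.5, 50 mM NaCl, 5 uM MgCl2, 0.05% BSA, 1 mM DTT. OMFP (added at 50 uM) then reacted 10 min; fluorescence read at 485/525 nm.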
# An asterisk follows results filed as active; ? = inconclusive; / = no result given; & = joins results of further samples; [ ] = another dose, or the depositor's remark. Unless noted, calls follow the shape of the dose curve; as a rule, active = well fitted curve in the direction sought with a large enough effect; inconclusive = small, poorly fitted or top-dose-only effect, or another doubt; inactive = no such curve, though single readings can be large; an effect the other way counts as inactive or inconclusive.
SMILES,hERG WT inh,TRPV1 ag,TSHR antag,Mito fusion yeast,ELG1 DNA repair,AT treatment,USP2a block,TCR act,KCNH2 3.1 inh,Eya2 phos inh
COc1ccc(NC(=O)C(=O)NCC2CCCN2S(=O)(=O)c2ccc(C)cc2)cc1 (stereo not drawn),0,-5,4,9%,-20%,-2%,0%,1%,-1,-29%
COc1ccc(Nc2ccc(C(=O)O)cc2[N+](=O)[O-])cc1,1,0,-18,1%,8%,-2%,4%,2%[46.1 µM],3,10%
O=C(c1cc2ncc(CCCl)cn2n1)N1CCCCCC1,-9,5,0,11%,?,1%,-2%,1%[46.1 µM],1,6%
CN(c1ccc(C(=O)NCCc2ccccc2)cc1)S(C)(=O)=O,-30,-3,2,-4%,?,1%,6%,-2%,20,-14%
CS(=O)(=O)c1ccc(NC(=O)CCN2C(=O)C3CCCCC3C2=O)cc1 (stereo not drawn),4,-2,-10,0%,28%,-5%,0%,0%,6,29%
O=C(CSc1ncnc2c1cnn2-c1ccc(F)cc1)NC1CCCC1,-4,3,-5,-3%,1%,-3%,-5%,-2%,/,-1%
COc1cccc(-c2csc(N3CCN(C(=S)Nc4ccccc4Cl)CC3)n2)c1,-5,-1,-17,7%,3%,6%,2%,3%,-4,-11%
CN(C)S(=O)(=O)Oc1ccsc1C(=O)Nc1ccc(Br)cc1,-5,-2,-20,3%,?,6%,-5%,-6%,-25,9%
CC1=C(C(=O)OC2CCCCC2)C(c2ccccc2F)NC(=O)N1 (stereo not drawn),-9,1,-9,1%,-13%,-9%,2%,5%,8,-5%
Cc1nc(SCC(=O)NC(=O)NC(C)C)nc(C)c1C,-2,3,2,-8%,9%,4%,1%,9%,-5,9%
CCCCOc1ccc(C(=O)N2CC(C)OC(C)C2)cc1 (stereo not drawn),2,15,17,0%,-12%,0%,3%,-5%,19,-5%
O=C1NC(=O)C2C1C(c1ccccc1)N1C3C(=O)NC(=O)C3C(c3ccccc3)N21 (stereo not drawn),10,1,4,5%,19%,-3%,6%,-2%,-25,-14%
CCN1CCCC1CNC(=O)c1ccc2c(c1)N(Cc1ccccc1F)C(=O)c1ccccc1S2(=O)=O (stereo not drawn),3,-2,23,15%,19%,-1%,1%,1%,-8,6%
COc1ccc(CN2C(=O)c3ccccc3C2=O)cc1C(=O)N(C)CC(=O)Nc1c(C)cccc1C,-8,2,2,-3%,-16%,-2%,3%,-2%,-27,-9%
COc1cccc(CN2CCC(N(CCc3ccccc3)Cc3ccccc3)CC2)c1OC,20,12,6,1%,?,12%,3%,-5%[46.1 µM],-91*,-11%
CSc1ncccc1C(=O)OCC(=O)N1CCN(S(=O)(=O)c2ccc(C)cc2C)CC1,-7,0,-5,12%,?,15%,3%,11%,2,8%
COc1ccc(NC(=S)NC(=O)c2ccc3c(c2)OCCO3)cc1,-1,/,/,/,?,11%,5%,-12%,-4,8%
CCOC(=O)c1ccc(NC(=O)CC2C(=O)N(c3ccc(F)cc3)C(=O)N2CCCOC)cc1 (stereo not drawn),?,-1,20,3%,2%,15%,0%,/,4,-6%
O=C(NCCCn1ccnc1)C(=O)NCC(c1cccnc1)N1CCN(c2ccccc2)CC1 (stereo not drawn),-6,-9,-2,3%,5%,16%,1%,6%,9,5%
CCOC(=O)CSc1nnc(CNC(=O)c2cccc(C)c2)n1C,-3,1,-3,-4%,5%,3%,1%,2%,9,7%
CC(C)c1ccc(C2=NN(c3ccccc3)C(=O)CC2)cc1,11,?,4,12%,3%,4%,-1%,-1%[46.1 µM],-2,-7%
O=[N+]([O-])c1ccc(CSc2ccc(S(=O)(=O)N3CCCCCC3)cn2)cc1,5,2,-19,-4%,-19%,18%,1%,7%,-7,-25%
CC(C)(C)NC(=O)CN(Cc1cccs1)C(=O)CNS(=O)(=O)c1ccccc1,2,0,5,0%,-10%,2%,1%,-6%,5,6%
CC(C)(C)NC(=O)NC(=O)CSc1ccc(S(=O)(=O)N2CCOCC2)cn1,2,14,-1,-2%,11%,4%,0%,2%,4,-6%
CCCCCC(O)c1cccc(OCc2ccc3ccccc3n2)c1 (stereo not drawn),3,19,-6&-11,-10%&15%,2%,1%,-2%,-4%,-3,-3%&-15%
Cc1ccc(C)c2[nH]c(=O)c(CN(CC3CCCO3)C(=O)NC3CCCCC3)cc12 (stereo not drawn),-5,1,-2,1%,8.2µM*,-1%,1%,-8%,22,-6%
COc1ccccc1CCNC(=O)CCSc1nc(-c2ccco2)cc(C(F)(F)F)n1,31,5,24,3%,?,-4%,-11%,0%[46.1 µM],6,-8%
CCOC(=O)/C(N=Nc1ccc(C(=O)O)cc1[N+](=O)[O-])=C(\C)O,-1,1,4,-5%,8%,-13%,3%,3%,1,1%
COc1cc(C(=O)Nc2ccc(S(=O)(=O)N3CCOCC3)cc2)c([N+](=O)[O-])cc1OC,-7,-1,-4,-5%,-17%,3%,2%,-2%,4,8%
O=C(Nc1ccc(N2CCCC2)cc1)C(Cl)c1ccccc1 (stereo not drawn),0,0,-12,-4%,?,-4%,1%,1%,-3,3%
Cc1ccc(NC(=O)C(c2ccccc2)N2CCN(CC(=O)NC3CC3)CC2)cc1Cl (stereo not drawn),3,4,13,-6%,4%,23%,0%,6%,27,1%
CSc1cccc(NC(=S)N(Cc2ccc(C)cc2)Cc2ccccn2)c1,6,19,-2,-11%,?,1%,0%,-5%,-3,-24%
COc1ccc(CNC(=O)C(C)n2nc(C)c3c(C)n(-c4ccccc4)nc3c2=O)c(OC)c1 (stereo not drawn),4,3,7,3%,-15%,12%,2%,1%,-16,3%
Cc1ccc2c(c1)[C@H]1[C@H](CO2)[C@H](c2ccccc2)[C@]2(C)C(=O)N(Cc3ccc(F)cc3)CC(=O)N12,-6,/,-6,/,?,-6%,19%,2%,-2,1%
Cc1ccc(-c2nc3ncccn3c2Nc2ccccc2C)o1,2,-6,-6,8%,-12%,2%,0%,3%,-2,1%
O=C(CCOc1ccccc1)Nc1ccccc1,3,10,16,3%,?,14%,0%,-4%,3,1%
O=C(COC(=O)COc1ccccc1)Nc1cccc([N+](=O)[O-])c1,13,7,15,11%,3%,-3%,2%,-2%,17,18%
C1CCc2nnc(C3CC3)n2CC1,-10,1,-1,-1%,7%,-3%,5%,10%,2,6%
COC(=O)c1ccccc1C(=O)c1ccc2c(c1)NC(=O)CO2,-14,1,6,-2%,9%,0%,0%,/,5,8%
O=C(NCC1CCCO1)C(C(=O)c1ccc(F)cc1)n1ccccc1=O (stereo not drawn),26,1,40,-7%,5%,4%,-7%,5%,1,-1%
COC(=O)c1ccc(Cn2c(CN3CCOCC3)nc3ccccc3c2=O)o1,-13,-2,12,6%,0%,-10%,1%,-5%,19,-14%
CCOC(=O)CC(NC(C)=O)c1ccc([N+](=O)[O-])cc1 (stereo not drawn),0,-1,9,1%,-8%,-3%,0%,-9%[46.1 µM],-20,2%
C=CCC[C@@H](Cc1ccc(F)cc1)C(=O)OC[C@@H](Cc1ccccc1)NC(=O)[C@@H](CC=C)CC(=O)N[C@@H](CO)Cc1ccccc1,-1,/,-8,/,?,1%,2%,2%,-19,2%
CCn1cc(C(=O)N2CCn3c(nc4ccccc43)C2)c(=O)c2ccc(C)nc21,4,1,14,-1%,?,8%,-1%,10%,8,15%
O=C(NCc1cccnc1)c1cnn2ccccc12,2,/,-2,-2%,2%,18%,3%,-1%,-19,20%
COC(=O)[C@@H](Cc1ccccc1)NC(=O)NCCc1c[nH]c2ccccc12,-15,8,-8,-4%,5%,3%,0%,-2%,-6,6%
COC(=O)c1cc(OC)c(OC)cc1N1C(=O)CC(C)(C)CC1=O,5,-6,-5,4%,-1%,3%,5%,5%,-7,8%
COc1ccc(C(=O)Nc2ccc(NC(=O)C3CCCCC3)nc2)cc1,-1,-1,2,-2%,10%,6%,0%,-5%,-8,-6%
CCCNC(=O)CN1C(=O)NC2(CCCc3cc(OC)ccc32)C1=O (stereo not drawn),-5,-1,-1,1%,0%,-4%,-1%,/,12,?

# Only part of the results is shown; rates above refer to the full screens.
